Assay outcomes deposited in PubChem BioAssay by NCI.
All columns: NCI-60 one-dose screen, growth in % after 48 h at 10 µM unless noted; 100 = growth as untreated, 0 = no growth, -100 = all killed.
SK-OV-3 = SK-OV-3 ovarian cancer cells | AID 1794785 | actives 3.2% (n = 80,000)
HCT-116 = HCT-116 colon cancer | actives 7.3% (n = 82,000) | AID 1794798
OVCAR-4 = OVCAR-4 ovarian cancer cells | actives 3.7% (n = 80,000)
IGROV1 = IGROV1 ovarian cancer; actives 4.7% (n = 79,000)
SW-620 = SW-620 colon cancer; actives 5.2% (n = 82,000)
HCT-15 = HCT-15 colon cancer; actives 5.2% (n = 82,000); AID 1794746
HT29 = HT29 colon cancer | actives 7.4% (n = 81,000)
COLO 205 = COLO 205 colon cancer | actives 7.3% (n = 79,000) | AID 1794742
KM12 = KM12 colon cancer cells. AID 1794800. actives 5% (n = 82,000)
Active calls of the source: *; · = no result given; & = joins results of further samples; ! = not confirmed by another sample. Rule for the calls: active = growth percent below 10; inactive = the rest.

Every second line gives: SW-620	IGROV1	HT29	SK-OV-3	HCT-15	HCT-116	KM12	COLO 205	OVCAR-4
Nc1ncnc2c1c(-c1ccc(Oc3ccccc3)cc1)nn2C[C@@H]1SSC[C@H]1O
→ 90	-10*	13	-8.1*	70	46	35	52	50
N#C/C(=C\c1ccc(-c2ccc(Br)cc2)o1)c1nc(-c2ccccc2)cs1
→ 106	82	102	89	101	97	101	98	111
O=C(/C=C(O)/C=C/c1cccc2[nH]ccc12)/C=C/c1cccc2[nH]ccc12
→ 51	70	38	86	62	46	95	56	92
COc1cc(/C=C/C(=O)c2ccc(NC(=O)CSc3nnc(-c4ccc(Cl)cc4)o3)cc2)cc(OC)c1OC
→ 103	99	90	94	94	85	94	101	98
Cc1cc(NS(=O)(=O)c2ccc(Nc3nc(/C=C/c4ccc(Cl)cc4)nc4ccccc34)cc2)no1
→ 93	85	77	94	71	81	85	110	69
Clc1nc(Cl)c2c3c(sc2n1)CCCC3
→ 34	38	11	107	27	13	74	5.1*	44
Cc1cccnc1NS(=O)(=O)c1ccccc1
→ 106	·	106	102	99	102	98	108	106
COc1cc(C2c3cc4c(cc3C(O)C3COCC23)OCO4)cc(OC)c1OC (stereo not given)
→ 103	98	101	101	95	97	102	93	108
CCCCc1nc2c(N)nc3ccccc3c2n1Cc1ccc(C(=O)NC)cc1
→ 104	96	100	110	98	89	102	103	93
COCCCN=C(N)c1ccc(NC(=O)c2ccc(C(=O)Nc3ccc(C(N)=NCCCOC)cc3)cc2)cc1
→ 106	120	110	115	118	80	132	105	105
Cc1ccc(OC(=O)c2ccc(Cl)cc2)cc1
→ 87	116	89	116	102	58	104	112	80
CCN(C(=O)c1ccc2c3c(cccc13)C=C2)c1ccccc1
→ 111	102	89	96	89	98	118	119	106
CNC1=CC(=O)c2c(C(=O)OC)c(C)nc(C)c2C1=O
→ 104	95	117	117	109	96	97	106	88
COc1ccc(-c2ccc(NNC(=O)Nc3ccc(Cl)cc3)nn2)cc1OC
→ 100	81	104	·	100	102	97	106	99
CC(Br)CCON1C(=O)c2ccccc2C1=O (stereo not given)
→ 97	114	112	105	102	111	113	114	102
CCCCCCCCSC(=O)Nc1cccc2ccccc12
→ 103	102	110	99	104	104	95	106	·
CC1=NOC(=O)C1C(C)(C)C1C(=O)ON=C1C (stereo not given)
→ 109	111	99	127	100	106	102	119	103
CC(=O)c1c(C)nc(SCC(=O)Nc2ccc(Cl)cc2)n1-c1ccc(Cl)cc1
→ 88	98	83	86	85	68	99	109	102
O=C(O)CCCCC(=O)O
→ ·	132	108	118	114	104	105	121	113
CC(=O)c1cnn(-c2cc(=O)[nH]c3ccccc23)c1C
→ 106	97	92	99	104	95	105	112	98

4 of the compounds above, as a markdown table:
| Molecule | SW-620 | IGROV1 | HT29 | SK-OV-3 | HCT-15 | HCT-116 | KM12 | COLO 205 | OVCAR-4 |
| --- | --- | --- | --- | --- | --- | --- | --- | --- | --- |
| COc1cc(C2c3cc4c(cc3C(O)C3COCC23)OCO4)cc(OC)c1OC (stereo not given) | 103 | 98 | 101 | 101 | 95 | 97 | 102 | 93 | 108 |
| CCCCc1nc2c(N)nc3ccccc3c2n1Cc1ccc(C(=O)NC)cc1 | 104 | 96 | 100 | 110 | 98 | 89 | 102 | 103 | 93 |
| Clc1nc(Cl)c2c3c(sc2n1)CCCC3 | 34 | 38 | 11 | 107 | 27 | 13 | 74 | 5.1* | 44 |
| Nc1ncnc2c1c(-c1ccc(Oc3ccccc3)cc1)nn2C[C@@H]1SSC[C@H]1O | 90 | -10* | 13 | -8.1* | 70 | 46 | 35 | 52 | 50 |

The listing continues.
Every second line gives: SW-620	IGROV1	HT29	SK-OV-3	HCT-15	HCT-116	KM12	COLO 205	OVCAR-4
COc1ccc(-c2nn(-c3ccccc3)cc2-c2nc3ccccc3o2)cc1
→ 98	101	115	115	77	74	98	140	94
Cc1nc(-c2ccccc2)ncc1C(=O)O
→ 95	95	101	109	98	94	95	107	93
CC(=O)Oc1cccc(OC(C)=O)c1OC(C)=O
→ 114	101	110	87	101	89	105	107	105
O=C1NC(=O)C(c2ccccc2)(c2ccc(Cl)cc2Cl)N1 (stereo not given)
→ 106	104	109	101	112	99	105	110	103
O=C1CC(c2cccc(-c3cccnc3)c2)=Nc2ccc(Br)cc2N1
→ 82	·	57	47	62	23	49	61	-4.8*
CCCCCN1C=C/C(=C\C(=O)N(C)c2ccc(OC)cc2)c2ccccc21
→ 101	102	101	97	104	94	107	108	100
O=C1C2=C(CCN(Cc3ccccc3)C2)N2CCN=C2N1Cc1ccc(C(F)(F)F)cc1
→ 37	33	31	21	13	23	39	·	-4.5*
O=C(COc1ccccc1)NCc1ccco1
→ 106	107	116	120	99	107	99	113	101
NC(=O)c1cnc(Nc2ccc(N3CCOCC3)cc2)nc1NCCCNC(=O)C1CCC1
→ 73	100	68	47	97	53	57	15	89
Cc1ccc2oc(=O)cc(CSC(=S)N3CCCCC3)c2c1
→ 97	90	101	104	95	94	98	110	84
CCC(=O)N1N=C(c2ccc(-n3ccc(C(F)(F)F)n3)cc2)CC1c1ccc[nH]1 (stereo not given)
→ 104	99	93	131	91	98	97	105	106
COc1ccc2c(c1)c(-c1nc(-c3cn(C)c4ncccc34)cs1)cn2C(=O)OC(C)(C)C
→ 105	113	96	102	71	94	94	116	·
O=C(Nc1ccc(Cl)c(Cl)c1)Nc1nccnc1OCc1ccc(Cl)cc1
→ 94	80	86	92	92	91	100	·	104
CC(=O)c1sc2nc(-c3cc4ccccc4o3)cc(-c3ccc(Cl)cc3)c2c1N
→ 93	60	107	108	88	83	92	106	103
CC(C)N=c1cc2n(-c3ccc(Cl)cc3)c3ccccc3nc-2cc1Nc1ccc(Cl)cc1
→ 6.7*!	-9.4*!	-28*	43&53&38	6.2*!	-83*	-1.9*!	-29*	7.9*!
C[C@@]1(C(N)=O)CC2C=CC1C2 (stereo not given in full)
→ 111	·	102	110	117	102	120	109	110
C=C(C)[C@@H]1CC[C@]2(C(=O)n3cnc(C[C@@H](N)C(=O)OC)c3)CC[C@]3(C)[C@H](CC[C@@H]4[C@@]5(C)CCC(=O)C(C)(C)[C@@H]5CC[C@]43C)[C@@H]12
→ 103	101	101	104	100	95	99	102	97
Cn1cccc1C(=O)C1C(c2ccc(Cl)cc2)C2C3CCCCC3CN2C12C(=O)Nc1ccc(Cl)cc12 (stereo not given)
→ 89	81	72	93	82	67	83	95	87
Cc1cc2ncn(CO)c2cc1C
→ 110	111	101	97	102	99	107	105	104
CC1=CC(C)(C)c2cc3c(cc21)C(C)(C)CCC3(C)C
→ 101	84	94	99	105	98	98	104	101
Cc1ccc(-n2c(-c3cc4ccccc4nc3Cl)noc2=O)cc1
→ 69	91	110	80	39	86	55	103	92
O=C1CSC(c2cn(-c3ccccc3)nc2-c2ccc([N+](=O)[O-])cc2)N1c1cccc(F)c1 (stereo not given)
→ 113	118	114	113	99	100	105	125	104
Cc1nc(N)sc1C(=O)NCCO
→ 109	118	112	113	108	100	102	126	113
COc1ccc(-n2nc(C(=O)NCCCCC(=O)NO)nc2-c2ccccc2)cc1
→ 73	86	75	54	95	55	79	·	82
Cc1cc([N+](=O)[O-])c(=O)[nH]c1C
→ 97	115	103	103	98	104	102	108	112
COc1ccc(-c2cc(=O)c3c(OC)c4ccoc4c(/C=C/C=O)c3o2)cc1
→ 20	73	79	84	-54*	-73*	80	99	37
O=NC1C2C=CC(C2)C1Cl (stereo not given)
→ 116	106	94	97	102	96	102	106	90
C=CCC(C#N)(C(=O)OCC)/C(C)=C/CC (stereo not given)
→ 114	108	106	108	106	115	105	117	115
Cc1ccc(Cc2cnc(NC(=O)c3cc(C)oc3C)s2)cc1
→ 52	62	51	84	39	72	38	115	70
Nc1cccc(-c2ccc(C(=O)Nc3ccc(C(=O)O)cc3)o2)c1
→ 96	103	105	96	101	102	102	97	92
COc1ccc(-c2nc(SCc3nc4ccccc4[nH]3)nc(N3CCNCC3)c2C#N)cc1
→ 88	71	76	102	72	72	84	92	97
C=CCn1c(SCC(=O)Nc2ccc(C(=O)/C=C/c3ccc(OC)cc3)cc2)nnc1-c1ccccc1
→ 98	85	85	106	83	9.9*	83	101	77
CC(=O)n1cc([C@H]2CC[C@H](c3cn(C(C)=O)c4ccccc34)c3c2c2ccccc2n3C(C)=O)c2ccccc21
→ 103	85	83	101	99	88	86	103	86
CCOC(=O)c1ccc(N2C(=O)/C(=C/N3N=C(c4ccccc4)CC3c3ccc(N(C)C)cc3)SC2=S)cc1 (stereo not given)
→ 105	81	106	90	93	79	81	108	78
COC(=O)C(/C(=N/N)C(=O)Nc1cc(Cl)ccc1Cl)c1nc2ccc([N+](=O)[O-])cc2[nH]c1=O (stereo not given)
→ 113	91	97	112	97	86	94	·	109
O=C1CC(c2ccc3c(c2)OCO3)c2ncn(-c3ccc(Cl)cc3)c2N1 (stereo not given)
→ 24	60	11	37	24	11	33	99	59
O=C(/C=C/c1cc2ccccc2[nH]c1=O)c1ccc(O)cc1
→ -11*	54	56	40	35	13	-8.9*	105	63
COc1ccc(Cn2nc3c(c2-c2ccc(OC)cc2)-c2oncc2CC3)cc1
→ 96	88	80	110	97	78	94	114	89
CCc1c(C(=O)Nc2nc3ccc(F)cc3s2)nnn1-c1ccccc1F
→ 93	87	88	·	65	73	92	105	65
NCCN1C(=O)C(=O)c2ccccc21
→ 92	94	107	99	99	94	99	117	91
c1ccc(Cn2cc(-c3ccccc3)c3ncnc(N4CCOCC4)c32)cc1
→ 90	78	58	97	80	63	76	105	77
CC(=O)C1C(=O)C(=O)N(c2ccc(Cl)c(Cl)c2)C1=O (stereo not given)
→ 108	99	107	106	94	91	103	103	88
O=C1OC(=O)C2=C1C1c3ccccc3C2c2ccccc21
→ 106	111	101	102	103	97	104	103	108
O=C(O)c1ccc(-n2cc(CNc3cccc(OC(F)(F)F)c3)c(-c3ccc(F)cc3)n2)cc1
→ 104	93	98	108	77	67	97	117	88
Nc1nc(N)c2c(n1)NC(c1ccc(Cl)cc1)CC(c1ccc(Nc3nc(NCCO)nc(N4CCOCC4)n3)cc1)=N2 (stereo not given)
→ 79	79	57	103	54	57	65	73	94
COc1ccc(C2N(c3ccccc3)NC(=O)[C@@H]3CCCN23)cc1 (stereo not given in full)
→ 65	87	80	98	62	84	64	111	90
C=C1C(=O)O[C@H]2[C@H]1CC/C(Cn1cc(Cc3c[nH]c4ccccc34)nn1)=C\CC[C@@]1(C)O[C@@H]21
→ -59*	40	3.0*	97	-26*	-90*	67	-68*	44
Cc1ccc2c(c1)C(=O)CC(c1ccccc1)S2 (stereo not given)
→ 81	98	53	101	89	92	87	112	98
C1=C(N2CCCC2)CCC1
→ 101	108	103	131	104	102	109	124	99
CCCCCCCC/C=C\CCCCCCCCOc1ccccc1CC(=O)NCC[N+](C)(C)C
→ 69	29	33	82	57	66	36	-7.7*	79
CC1(C)CC[C@]23CC[C@]4(C)[C@H](CC[C@@H]5[C@@]6(C)C/C(=C/O)C(=O)C(C)(C)[C@@H]6CC[C@]54C)[C@H]2[C@H]1OC3
→ 103	106	100	110	110	105	114	111	111
O=C1CC(c2nc3ccccc3o2)CN1c1ccccc1 (stereo not given)
→ 108	101	98	102	107	106	106	113	106
CCOCC(C)(COC(C)=O)CC(C)(COC(C)=O)CC(C)COC(C)=O (stereo not given)
→ 107	95	102	110	100	108	120	114	·
CC1(C)C2CCC1(C)C1(C2)OC(CCl)CS1 (stereo not given)
→ 104	118	124	114	98	102	101	111	107
Cc1ccc(C)c(N=NC(C#N)C#N)c1
→ 101	106	97	98	96	91	102	103	113
CCCOC(=O)C1c2cc3c(cc2CC(C)C1C(=O)OCCC)OCO3 (stereo not given)
→ 101	76	72	101	108	60	108	121	89
O=C(/C=C/c1cccc(Br)c1)c1cccc(OCCCOc2cccc(C(=O)/C=C/c3cccc(Br)c3)c2)c1
→ 101	95	104	111	95	32	95	97	102
COC(=O)c1cccc(NC(=O)c2ccc(-c3cccc(N)c3)o2)c1
→ 104	100	107	105	97	108	98	112	101
Cc1[nH]ncc1NC(=O)c1cncc(C#Cc2cnc3ccc(OCC4(C)COC4)nn23)c1
→ 119	105	70	127	89	86	31	64	94
O=C(Nc1ccc(C2=NCCCN2)cc1)c1ccc(C(=O)Nc2ccc(C3=NCCCN3)cc2)cc1
→ 99	117	116	111	122	90	126	116	108

Next section.
Every second line gives: SW-620	IGROV1	HT29	SK-OV-3	HCT-15	HCT-116	KM12	COLO 205	OVCAR-4
CCOC(=O)c1cc(C(=O)c2cc(OC)c(OC)c(OC)c2)n2c1ccc1c3ccccc3ccc12
→ 101	107	109	106	105	104	107	116	104
O=C(c1nc2ccccc2[nH]1)C1C(c2ccc(C(F)(F)F)cc2)C2CSCN2[C@@]12C(=O)Nc1ccccc12 (stereo not given in full)
→ 84	68	75	·	89	60	72	·	81
N#Cc1c(-c2ccc(O)cc2)cc(-c2c[nH]c3ccccc23)nc1-c1c[nH]c2ccccc12
→ 108	76	111	97	57	105	97	111	94
Cc1cccc2c(=O)c3c(sc12)c(NCCNCCO)nc1ccccc13
→ -67*	16	-55*	·	0.3*	-71*	5.9*	·	·
COc1ccc(-c2cc(C(=O)c3cc(C)c(C)cc3O)c[nH]c2=O)cc1
→ 95	95	96	83	97	90	95	97	93

Ordered by length of the SMILES (smallest number first): some entries from above.
Every second line gives: SW-620	IGROV1	HT29	SK-OV-3	HCT-15	HCT-116	KM12	COLO 205	OVCAR-4
COc1cc(C2c3cc4c(cc3C(O)C3COCC23)OCO4)cc(OC)c1OC (stereo not given)
→ 103	98	101	101	95	97	102	93	108
O=C(Nc1ccc(C2=NCCCN2)cc1)c1ccc(C(=O)Nc2ccc(C3=NCCCN3)cc2)cc1
→ 99	117	116	111	122	90	126	116	108
N#Cc1c(-c2ccc(O)cc2)cc(-c2c[nH]c3ccccc23)nc1-c1c[nH]c2ccccc12
→ 108	76	111	97	57	105	97	111	94
